TbHK1 inh – T. brucei hexokinase 1 inhibition | recombinant TbHK1, G6PDH-coupled NADH A340 | inhibition, % at 10 µM | hit rate 0.11% among 220,000 | AID 1430;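 active means inhibition of 50% or more in the single-dose primary screen; inactive means inhibition below 50%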
14-3-3 Bad inh – disrupts binding of bovine 14-3-3 zeta to phospho-Bad peptide; P63103; TR-FRET 14-3-3zeta/Dy647-pBad peptide displacement, 1 h; inhibition, % at 21.7 µM; hit rate 0.71% among 220,000; AID 781;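 active means inhibition above about 70%, limit read from the data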;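 further: 0% = full 14-3-3 plus peptide FRET controls and 100% = background without 14-3-3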
Runt-SMMHC FRET – Runt domain-CBFb-SMMHC interaction inhibition | Q01196+Q13951 | Cerulean-Runt/Venus-CBFb-SMMHC FRET ratio 530/480, 1 h | inhibition, % at 20 µM | hit rate 0.74% among 220,000 | AID 1434;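 active means mean inhibition across duplicate retests at 20 µM reaching about 50%, limit read from the data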;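 further: 0% = DMSO wells and 100% = wells with excess untagged CBFb-SMMHC; inhibitors lower the FRET ratio by blocking Runt binding to CBFb-SMMHC; some results filed as inactive read as strong as hits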
NCF1 inh – inhibitors of human p47phox binding; P14598; p47phox/p22phox peptide binding, fluorescence polarization, 2 h; inhibition, % at 24.7 µM; hit rate 0.53% among 220,000; AID 1274;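 active means inhibition above about 30%, limit read from the data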;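 further: 0% = p47phox with labelled peptide and 100% = labelled peptide alone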
Target sequence (P14598 whole entry, looked up): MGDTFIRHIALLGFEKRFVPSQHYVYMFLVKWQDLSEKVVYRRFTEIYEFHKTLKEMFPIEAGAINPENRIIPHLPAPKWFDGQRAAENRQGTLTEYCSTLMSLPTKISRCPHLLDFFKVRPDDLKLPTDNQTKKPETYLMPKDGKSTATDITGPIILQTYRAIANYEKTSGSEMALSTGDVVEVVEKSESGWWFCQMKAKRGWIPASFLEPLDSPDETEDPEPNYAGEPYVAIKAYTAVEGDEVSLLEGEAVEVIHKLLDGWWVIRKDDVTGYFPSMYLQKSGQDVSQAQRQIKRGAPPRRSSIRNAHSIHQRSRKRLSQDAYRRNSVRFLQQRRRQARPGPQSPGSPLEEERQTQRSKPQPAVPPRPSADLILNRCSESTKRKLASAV
Runt-CBFb FRET – blocks binding of human RUNX1 Runt domain to CBFb; Q01196+Q13951; Cerulean-Runt/Venus-CBFb FRET ratio 530/480, 1 h; inhibition, % at 20 µM; hit rate 0.46% among 220,000; AID 1496;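 active means inhibition over about 50% at 20 µM in the single-dose screen, limit read from the data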;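 further: 0% = DMSO wells and 100% = excess unlabeled CBFb competitor control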
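Buffer or medium: Tris pH 7.5 buffer with BSA. Assay system: Cerulean-labeled Runt domain protein. Amount: each fluorescent fusion protein 100 nM. Read-out basis: loss of energy transfer signal. Incubation: 1 h compound exposure, room temperature. Probe or stimulus: Venus-CBFb binding partner, 100 nM. Detection: FRET, excitation 422 nm, emission at 530 and 480 nm.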
MDM2 E3 inh – Mdm2 E3 ligase (human) inhibition; Q00987; cell-based MDM2 ubiquitination luciferase reporter, 2 h; 0 = plate control, 100 = twice control, blank-subtracted; signal enhancement, % at 5 µM; hit rate 0.11% among 210,000;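 active means signal enhancement of 30% or more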;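 further: luminescence tracks abundance of the self-degrading MDM2-luciferase fusion protein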
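Assay system: stable mammalian line carrying autodegrading MDM2–luciferase fusion reporter; Input: 2000 cells in each well; Compound dosing: single-point 5 µM; Schedule: 2 h compound exposure at 37 °C; Signal: SteadyLite luciferase luminescence after 15 min room-temperature reagent incubation; Evaluation: % luminescence enhancement versus blank-corrected plate control mean; Benchmarks: plate controls and plate blanks.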
EBV gp42 block – inhibitors of Epstein-Barr virus glycoprotein 42. Q1HVG2. Fluorescence polarization binding assay, mP read-out. inhibition, % (tested at 21.74 µM). hit rate 0.42% among 220,000. AID 1085; in the data active means inhibition above about 50%
Hck Nef HTS – inhibitors of human Hck kinase activated by Nef | P08631 | Recombinant Hck-YEEI plus Nef, Z-Lyte FRET kinase assay | inhibition, % at 20 µM | hit rate 0.68% among 220,000;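 active means Hck-Nef kinase inhibition above about 50%, limit read from the data; inactive means inhibition below that limit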;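 further: 0% = DMSO with Hck plus Nef and 100% = Hck alone without Nef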
Target sequence (P08631 whole entry, looked up): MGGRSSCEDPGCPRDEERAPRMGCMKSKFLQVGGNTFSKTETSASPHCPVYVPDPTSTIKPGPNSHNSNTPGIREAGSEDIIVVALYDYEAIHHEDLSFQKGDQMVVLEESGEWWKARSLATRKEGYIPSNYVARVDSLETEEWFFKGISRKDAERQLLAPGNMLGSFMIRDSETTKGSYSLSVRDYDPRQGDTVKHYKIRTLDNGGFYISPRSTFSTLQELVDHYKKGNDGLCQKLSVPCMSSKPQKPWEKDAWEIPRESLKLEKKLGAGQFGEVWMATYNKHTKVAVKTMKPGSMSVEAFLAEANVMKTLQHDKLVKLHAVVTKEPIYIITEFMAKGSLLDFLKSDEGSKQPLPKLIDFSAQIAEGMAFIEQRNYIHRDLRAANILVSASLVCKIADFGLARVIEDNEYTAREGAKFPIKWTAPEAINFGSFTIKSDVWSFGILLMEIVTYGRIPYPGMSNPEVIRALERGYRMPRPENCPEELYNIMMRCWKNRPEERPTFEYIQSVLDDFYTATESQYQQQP
zVAD death inh – L929 zVAD cell death inhibition; L929 zVAD necroptosis rescue, ATP luminescence, 24 h; with zVAD 60 µM; viability rescue, % at 10 µM; hit rate 0.38% among 220,000; AID 1377;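 active means activation, scaled between plate controls, above about 75%, limit read from the data; inactive means activation under that limit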;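 further: 0% = zVAD with DMSO and 100% = DMSO alone without zVAD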
* = called active by the depositor; nt = not tested or not shown; [ ] = remark or other dose.

Value order – Runt-CBFb FRET, EBV gp42 block, zVAD death inh, TbHK1 inh, MDM2 E3 inh, NCF1 inh, Hck Nef HTS, Runt-SMMHC FRET, 14-3-3 Bad inh
> CCN1CCN(C(c2cccs2)C(C)NS(=O)(=O)c2ccccc2)CC1 (stereo not given)
→ 4, 1, -2.0, 4, -17, -5, 20, 0, -8
> O=C(CCC1CCCC1)N[C@@H](Cc1ccc(O)cc1)C(=O)O
→ 2, -15, 0.9, -7, nt, -12, -18, -4, -1
> Clc1nc(Oc2ccccc2)nc(-c2cn(-c3ccccc3)c3ccccc23)n1
→ 3, -11, 1.5, -19, 7, -24, 19, -1, 1
> Cc1csc(/C(=N/OC(=O)c2ccco2)C(N)=O)n1
→ 0, -16, -0.3, -13, nt, 0, 20, -5, 4
> COc1ccc(-c2ccnc(SCC(=O)c3ccc(Cl)cc3)n2)cc1
→ -6, -10, 0.4, -1, -13, -5, 2, -2, -9
> O=C(N/N=C/c1ccc(OC2CSC2)cc1)c1ccccc1
→ -2, -23, 0.2, 3, -13, -3, 1, -3, 18
> c1ccc(Cn2c(-c3ccccc3)nc3nc4ccccc4nc32)cc1
→ -2, 0, 0.2, 33, -5, -3, 2, 0, -16
> COCCN(CC(=O)NC1CCCCC1)C(=O)CSc1nc2ccccc2o1
→ -1, 3, 0.2, 2, 9, -1, -1, 2, -8
> Fc1ccc(Nc2nc(-c3cccnc3)cs2)cc1
→ nt, -1, 61, 1, 2, -13, 24, nt, 4
> Cc1cc(NC(=O)CSCc2ccccc2)no1
→ -1, 3, 2.3, 8, -3, -14, 24, 0, -18
> CC(C)CC1c2[nH]c3ccccc3c2CCN1CCCn1cccn1 (stereo not given)
→ 0, 0, -0.8, -7, -1, 1, 18, -6, -8
> CCOc1ccc(C(O)Cn2c(=N)n(CCN3CCCCC3)c3ccccc32)cc1 (stereo not given)
→ 1, -15, -0.8, 1, -28, -1, 1, 5, 9[fluorescence artefact?]
> CCS(=O)(=O)c1ccc(C(=O)Nc2cccc(Cl)c2)c(Cl)c1Cl
→ 1, 3, 1.6, 3, -2, -11, 2, -1, 10
> Cc1ccc(C(=O)N[C@H](C(=O)Nc2cc(Cl)cc(Cl)c2)C(C)C)cc1
→ 1, -13, 1.2, -6, -5, -10, 1, -32, 10[fluorescence artefact?]
> COc1ccc(/C=N/NC(=O)c2ccccc2O)cc1Cn1cc(Cl)cn1
→ 0, -14, 1.3, 0, -20, -11, 1, 2, -2
> CCS(=O)CC(=O)Nc1c(-c2ccccc2)oc2ccccc2c1=O (stereo not given)
→ 1, -19, 1.0, -5, 4, -3, -12, -2, 7
> CCOC(=O)C(NC(=O)CC)(Nc1sc2c(c1C(=O)OC)CCN(C)C2)C(F)(F)F (stereo not given)
→ 8, -8, 0.5, -13, -16, -1, 0, 32, -6
> Cc1ccsc1/C=N/NC(=O)Cc1cc(=O)[nH][nH]1
→ -1, -5, 0.2, -26, -5, -1, 8, 2, -22
> CCc1ccc2[nH]c(=O)c(C3C(C#N)=C(N)Oc4c3ccc3cccnc43)cc2c1 (stereo not given)
→ 8, 12, 2.1, -6, -3, -12, 3, 0, 36
> Cc1ccc(O)c(C2=Nc3ccccc3C2(C)C)c1
→ -1, 0, 23, 0, -41, -7, 32, -6, 5

Other compounds follow.
Value order – Runt-CBFb FRET, EBV gp42 block, zVAD death inh, TbHK1 inh, MDM2 E3 inh, NCF1 inh, Hck Nef HTS, Runt-SMMHC FRET, 14-3-3 Bad inh
> Cc1cc(N2CCOCC2)ncc1[N+](=O)[O-]
→ -1, -46, 0.1, -19, -22, 3, 2, -1, 9
> O=c1c2c3c(sc2nc(N2CCNCC2)n1-c1cccc(Cl)c1)CCCCC3
→ 2, -1, 5.0, -23, -4, -12, 19, 2, 2
> CCOC(=O)N1CCN(c2c(NCC3CCN(Cc4cccc(C)c4)CC3)c(=O)c2=O)CC1
→ 1, -8, 2.0, 1, -15, -2, 2, -2, 1[fluorescence artefact?]
> Cc1ccccc1SCc1noc(C(=O)NC(C)C)c1C(=O)O
→ -2, -15, -0.2, -2, -15, -16, 0, -8, 19
> COc1ccc(-c2cc(C(=O)N3CCc4ccccc4C3)no2)cc1
→ -4, 2, 2.6, 2, -8, -14, 13, 1, -16
> CC(Oc1ccc(Cl)cc1Cl)C(=O)Nc1ncccn1 (stereo not given)
→ -2, -30, 0.1, -6, 11, 5, 4, -5, 7
> Cc1ccc(C)c(NS(=O)(=O)c2ccc(OCC(=O)NCC3CCCO3)cc2)c1 (stereo not given)
→ -1, 4, 0.0, -2, 25, 5, 20, 1, -2
> CCc1noc(N)c1C(=O)Nc1ccc(F)c(Cl)c1
→ 24, -9, 1.0, 1, 2, -7, 0, 0, 11
> O=C(COc1ccc(/C=N/NS(=O)(=O)c2ccccc2)cc1)Nc1ccccc1
→ -3, -21, 0.1, 1, -8, 1, 0, -7, -2
> COc1ccc(CCNC(=O)CN(c2cccc([N+](=O)[O-])c2)S(C)(=O)=O)cc1OC
→ 0, -15, -1.1, -3, -15, -8, 13, -1, -1
> COc1ccc(C2C(C#N)=C(C)NC(C)=C2C#N)c(OC)c1
→ -2, -3, -0.5, -5, -4, 4, 12, 4, -2
> CCOC(=O)N1CCN(Cc2nc(Cc3cccc(F)c3)no2)CC1
→ 2, -12, 0.0, -10, 2, 1, -32, -6, -3
> Cc1ccccc1C(=O)Oc1ccccc1C(=O)N1CCOCC1
→ -3, -7, -0.5, -3, nt, -10, 5, 5, 1[fluorescence artefact?]
> CCOC(=O)c1[nH]c2ccccc2c1NC(=O)CC
→ -3, 1, 0.3, -14, -10, -7, 0, -1, 5
> N/C(=N\OC(=O)c1cc([N+](=O)[O-])ccc1Cl)c1ccccn1
→ 2, -7, 2.3, -11, -7, -6, 18, 0, -7
> COc1cc(C(=O)Nc2nc3ccc(S(C)(=O)=O)cc3s2)cc(OC)c1C
→ -2, -20, -0.6, -26, -14, -10, 12, -2, 12
> CC(=O)Nc1ccc(NC(=O)CSc2nnc3ccc(-c4ccc(F)cc4)nn23)cc1
→ -1, -3, 0.6, -12, -7, -11, -1, 0, 2
> CCOc1ccc(-c2cc(NC(=O)Cn3ncc4c3-c3ccccc3OC4)on2)cc1OCC
→ 0, -2, 0.2, -16, -12, 3, 1, -9, 11
> O=C(Nc1nnc(Cc2ccc([N+](=O)[O-])cc2)s1)Nc1ccccc1F
→ 2, -5, 4.0, 6, -2, 10, 18, -8, 11
> Cc1ccc(C)c(C(=O)CSc2nnnn2-c2cccnc2)c1
→ 1, -17, 0.0, 26, -2, -2, 2, -4, 9

Going on with the list:
Value order – Runt-CBFb FRET, EBV gp42 block, zVAD death inh, TbHK1 inh, MDM2 E3 inh, NCF1 inh, Hck Nef HTS, Runt-SMMHC FRET, 14-3-3 Bad inh
> O=C(Cc1cccs1)Nc1cccc(C(=O)Nc2ccc(C(=O)O)cc2)c1
→ 0, -2, -0.8, 8, -14, 4, 12, 0, -4
> Cc1ccc2nc(Cc3ccc(N)cc3)oc2c1
→ -1, 0, 0.0, 5, -13, 5, 0, 0, 0
> CN(C)c1nc2ccccc2c(N)c1-c1ccccc1
→ -1, -11, -0.5, -21, nt, -7, 0, -15, 77*
> CN(C)c1ccc(/C=C2/NC(=O)NC2=O)cc1
→ -30, -59, -0.5, -19, -21, -14, 30, -92, 0
> CC(=O)N/C(=C\c1cccs1)C(=O)O
→ 2, -2, 0.8, 17, 1, 5, 19, 0, -7
> Oc1ccc2ccccc2c1C=Nc1ccccc1-c1nc2ccccc2[nH]1
→ 8, -35, -0.7, -24, 4, -9, 13, 8, 0
> COC(=O)c1[nH]c2ccccc2c1NC(=O)CN1CCCCCC1
→ 1, -61, 0.3, 1, -11, 7, 1, 0, 11[fluorescence artefact?]
> Cn1c(N=NC(=O)c2ccccc2)c(O)c2ccccc21
→ -2, -1, 0.0, -17, -49, -22, 3, 2, -24
> COC(=O)c1ccc(CN2C(=O)NC(CC(C)C)C2=O)cc1 (stereo not given)
→ -1, -4, 1.1, 2, 10, -1, 21, -4, -5
> O=C(CSc1nnc2ccccn12)Nc1ncc(Cl)cc1Cl
→ 1, -11, -0.7, -4, -11, -2, 3, -2, 1[fluorescence artefact?]
> CC(O)(CS(=O)(=O)Cc1cccc(C(F)(F)F)c1)C(=O)Nc1cccc(C(F)(F)F)c1 (stereo not given)
→ 0, -7, 0.3, 0, -18, -14, 0, -1, -12
> COc1cc(C(=O)NCC(c2cccs2)N(C)C)cc(Cl)c1OC(C)C (stereo not given)
→ -3, 8, 1.0, 7, -8, -13, 4, 3, 5
> CCOCCCn1c(=NC(C)=O)c(C#N)cc2c(=O)n3ccccc3nc21
→ 28, -9, 0.3, -22, -7, -18, 96*, 88*, -2
> COC(=O)Cc1c(O)ccn(Cc2ccc(OC)c(OC)c2)c1=O
→ 0, 3, -0.1, -4, -6, -5, 2, 2, 5
> Cc1cc(=O)[nH]c(SCC(=O)c2ccc3c(c2)NC(=O)CO3)n1
→ 2, -10, 0.2, -9, -13, -4, -4, 0, 4
> Cc1[nH]c2ccc(F)cc2c1CCN(Cc1ccco1)C(=S)NC(C)(C)C
→ -1, -2, 1.6, 7, -3, -22, 23, -1, 1
> CN(C)c1ccc(C(=O)c2ccccc2C(=O)O)cc1[N+](=O)[O-]
→ 1, 1, 1.9, -26, 1, 3, 21, 0, -15
> CCOc1ccc(C(=O)NNC2CC(=O)N(Cc3ccc(Cl)cc3)C2=O)cc1OC (stereo not given)
→ -6, -8, 1.1, 6, 0, -5, 21, 0, -10
> CCn1c(SCC(=O)Nc2cc(S(=O)(=O)N3CCOCC3)ccc2OC)nnc1-c1ccncc1
→ 2, 4, 3.5, -1, -5, -4, 0, 2, -8
> Cc1ccc(S(=O)(=O)N(C)CC(=O)N2CCCC2)cc1
→ -1, -23, 0.1, 2, nt, -11, 6, -4, 4

(listing goes on)
Value order – Runt-CBFb FRET, EBV gp42 block, zVAD death inh, TbHK1 inh, MDM2 E3 inh, NCF1 inh, Hck Nef HTS, Runt-SMMHC FRET, 14-3-3 Bad inh
> CCC(C)NC(=O)C1(NC(=O)Nc2ccccc2)CCCCC1 (stereo not given)
→ 0, -13, -1.1, 4, -5, -5, -1, 0, 7
> Cc1cc(SCC(=O)N2CCCC2)nc2ccccc12
→ 1, -12, -0.1, 2, -15, -5, 2, 1, 1
> CCN(CC)S(=O)(=O)c1cccc(-c2n[nH]c(=S)n2CC(C)C)c1
→ 3, -7, -0.9, 6, nt, nt, 11, 8, -9
> COC(=O)c1ccc(C2NC(C(=O)O)CS2)cc1 (stereo not given)
→ 1, -20, -0.1, 0, -29, -2, 1, -3, 0
> N#CC(c1ccc(Cl)cc1)c1cccc(Cl)n1 (stereo not given)
→ 0, -5, -0.2, -2, -13, -6, 24, 0, -2
> CC(=O)NC12CC3CC(C1)CC(C(=O)OCC(=O)Nc1ncc(Cl)cc1Cl)(C3)C2
→ nt, -11, -0.1, 5, -1, -8, 2, nt, 1[fluorescence artefact?]
> Cc1cc(C)c2cc(CN(Cc3cccnc3)C(=O)c3ccc(F)cc3)c(Cl)nc2c1
→ -6, -2, -0.6, -11, -3, -1, 1, -5, 10
> Cc1nn(CC(=O)Nc2ccc(N(C)C)cc2)c(C)c1[N+](=O)[O-]
→ 3, -9, 0.6, 2, 15, -10, 4, 42, 1
> Cc1ccc(S(=O)(=O)CC(=O)c2ccc(C)c([N+](=O)[O-])c2)cc1
→ 2, 3, 0.7, -3, -3, 1, 1, 3, -4

Screens (PubChem)
